Bioassay records from PubChem.
GLP1R inv ag: GLP-1 receptor (human) inverse agonism; AID 624417; Potency, µM (doses to about 38.3 µM), without a hit: top-dose activity change, negative = inhibition, usual class: inhibitors; hit rate 1.6% among 410,000; HEK293 GLP-1R CRE-luciferase, luminescence, 24 h; GLP-1R form is constitutively active; P43220; further: potency means the concentration at half of the fitted maximal effect; on the % scale 0 is the no-effect control and ±100 the full control effect; nearly all actives have a fitted effect of over 55% in size
Target sequence (P43220 whole entry, looked up): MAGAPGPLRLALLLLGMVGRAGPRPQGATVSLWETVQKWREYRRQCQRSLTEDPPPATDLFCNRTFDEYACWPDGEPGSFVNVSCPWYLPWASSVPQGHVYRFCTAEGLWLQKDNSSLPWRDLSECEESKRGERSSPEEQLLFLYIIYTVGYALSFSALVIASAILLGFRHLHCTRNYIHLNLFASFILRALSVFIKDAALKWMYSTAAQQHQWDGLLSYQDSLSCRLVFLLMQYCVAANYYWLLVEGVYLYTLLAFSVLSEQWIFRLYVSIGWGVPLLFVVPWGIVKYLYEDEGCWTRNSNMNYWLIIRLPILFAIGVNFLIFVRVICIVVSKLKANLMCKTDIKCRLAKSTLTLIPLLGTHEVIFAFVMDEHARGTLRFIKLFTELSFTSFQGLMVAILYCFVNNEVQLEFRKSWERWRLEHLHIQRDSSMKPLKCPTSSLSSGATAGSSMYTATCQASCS
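Luminescence readout: a drop in cAMP-driven luciferase signal flags inverse agonism at a constitutively active GLP-1R stably expressed in HEK293. Compound exposure lasted 24 hr at 37 deg C, 5% CO2.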
KB-V1 cytotox: kills drug-selected multidrug resistant KB-V1 cells | hit rate 3.4% among 400,000 | KB-V1 MDR cells viability, CellTiter-Glo, 72 h | Potency, µM (highest dose often 46.1 µM), for inactives: at the highest dose activity change, negative = cytotoxicity, usual class: cytotoxic; further: potency means the concentration at half of the fitted maximal effect; on the % scale 0 is the no-effect control and ±100 the full control effect; nearly all actives have a fitted effect of over 60% in size
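Cells of the MDR subline KB-V1 are plated, dosed with compound at multiple concentrations, and incubated 72 h at 37 degrees C; CellTiter-Glo is then added and luminescence read after 10 min.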
D3 antag: blocks the human D3 dopamine receptor; P35462; D3R cells, DiscoveRx beta-arrestin luminescence, antagonist mode; active compounds read low; max response, negative = inhibition, %; hit rate 2.5% among 360,000; in the data active means max response below about -50%; inconclusive means no clear call, values can overlap the other calls; further: on the % scale 0 is the no-effect control and ±100 the full control effect; mostly tested at two doses, the higher about 12 µM
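Cells plated overnight at 1500 cells/well, then exposed to library compounds with dopamine controls for 90 minutes at 37 degrees C. DiscoveRx reagent added for 30–60 minutes at room temperature; luminescence read, quantitative HTS format.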
PTHR1 ag: agonists of human PTHR1 parathyroid hormone receptor. Potency, µM (series often up to 115 µM), for the others: at the highest dose activation, most hits filed as activators. HEK293 GP2 PTHR1 cells, GloSensor cAMP luminescence, 1 h. AID 743266. Q03431. hit rate 0.075% among 410,000; further: potency means the concentration at half of the fitted maximal effect; nearly all actives have a fitted effect of over 55% in size; some results filed as inactive show a strong effect at the top dose; inactives centre near -15; many of its hits are not listed in these tables
Target sequence (Q03431 whole entry, looked up): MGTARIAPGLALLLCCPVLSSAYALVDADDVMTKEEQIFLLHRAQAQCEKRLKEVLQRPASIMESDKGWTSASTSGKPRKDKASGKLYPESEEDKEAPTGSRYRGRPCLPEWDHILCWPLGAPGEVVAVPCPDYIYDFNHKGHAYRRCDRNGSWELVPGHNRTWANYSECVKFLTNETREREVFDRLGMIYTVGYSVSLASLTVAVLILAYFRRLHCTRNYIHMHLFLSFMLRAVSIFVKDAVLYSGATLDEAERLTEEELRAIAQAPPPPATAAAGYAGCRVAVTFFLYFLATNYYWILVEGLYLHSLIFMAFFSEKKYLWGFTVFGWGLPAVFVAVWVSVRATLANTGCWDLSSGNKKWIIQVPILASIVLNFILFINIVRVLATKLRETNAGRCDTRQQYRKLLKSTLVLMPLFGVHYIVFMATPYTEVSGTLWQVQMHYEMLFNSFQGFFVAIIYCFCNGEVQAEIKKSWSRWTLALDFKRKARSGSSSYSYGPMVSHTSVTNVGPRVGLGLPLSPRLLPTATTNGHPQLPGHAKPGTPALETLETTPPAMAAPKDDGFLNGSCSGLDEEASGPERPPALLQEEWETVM
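HEK-293-derived GP2 cells expressing PTHR1 and a GloSensor cAMP reporter, 3,000/well, plated overnight, given luciferin plus IBMX (each 0.5 mM as added) for 1 h at 37 °C, then compound for 1 h at 37 °C. Luminescence was read after 15 min at room temperature.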
DRD3 agonist: agonists of human D3 dopamine receptor; D3R DiscoveRx beta-arrestin cells, luminescence, 90 min; max activation, %; AID 652048; P35462; hit rate 0.58% among 410,000; in the data active means max activation above about 30%; further: 0% is about no effect; mostly tested at two doses, the higher about 12 µM
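Agonist mode: compounds and dopamine controls were applied to plated cells for 90 min at 37 degrees C after an overnight attachment at 1500 cells/well. Luminescent read-out followed 30 - 60 minutes at room temperature with DiscoveRx detection reagent.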
GLP-1R agonist: activates the human GLP-1 receptor. P43220. HEK293 GLP-1R CRE-luciferase, luminescence, 4-6 h; cells express a hypersensitive GLP-1R form. Potency, µM (top dose mostly 45.6 µM), for inactives: at the top dose activation, usual class: activators. hit rate 0.007% among 380,000. AID 624172; further: potency means the concentration at half of the fitted maximal effect; % of control where 0% means no effect
aSyn rescue: alpha-synuclein toxicity inhibition in yeast; Yeast expressing alpha-synuclein, growth rescue, BacTiter-Glo, 24 h; Potency, µM (doses to about 46.1 µM), for the others: at the highest dose growth rescue (activation), hits mostly activators; hit rate 0.14% among 370,000; AID 652106; further: potency means the concentration at half of the fitted maximal effect; % of control where 0% means no effect; nearly all actives have a fitted effect of over 65% in size
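Galactose-induced alpha-syn yeast (OD600=0.02, raffinose-pregrown) + pinned cpd, 24 hr, 30 deg C; growth by BacTiter-Glo luminescence. Growth restoration scores as activation.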
TDP-43 yeast inh: inhibitors of TDP-43 toxicity in yeast; TDP-43 expressing yeast growth rescue, BacTiter-Glo, 24 h; Potency, µM (highest dose often 46.1 µM), for inactives: top-dose growth rescue (activation), actives largely listed as activators; hit rate 1.8% among 410,000; AID 652104; further: potency means the concentration at half of the fitted maximal effect; % of control where 0% means no effect; nearly all actives have a fitted effect of over 50% in size
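Growth rescue of TDP-43-toxic yeast measured as ATP luminescence (BacTiter-Glo). Cells grown to mid-log in raffinose, induced in galactose at OD600=0.02, exposed to compound 24 hr at 30 deg C.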
GLP1R cytotox: cytotoxic in the GLP-1 receptor inverse agonist counter-screen. HEK293 cAMP-luciferase reporter cells, luminescence, 24 h. AID 624418. Potency, µM (highest dose often 38.3 µM), inactives show top-dose activity change, negative = inhibition, actives largely listed as inhibitors. hit rate 0.13% among 410,000;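 further: loss of luciferase light is scored as toxicity; potency means the concentration at half of the fitted maximal effect; on the % scale 0 is the no-effect control and ±100 the full control effect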
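Quantitative HTS format, 1536 wells, 200 cells/uL seeded. Compounds: 23 nL, 24 h, 37 °C. Detection: luciferase reagent, luminescence at 12 min RT; decreased signal taken as cytotoxic.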
* = called active by the depositor; i = inactive; ? = inconclusive; / = no result given; [ ] = dose if it differs, or a comment. Unless noted, the call rests on the fitted dose curve; in most records, active means well fitted curve in the direction sought with a large enough effect; inconclusive means small, poorly fitted or top-dose-only effect, or another doubt; inactive means no such curve, though single readings can be large; an effect the other way counts as inactive or inconclusive. Some of the compounds tested (hit frequency here may not be typical).

SMILES	GLP1R inv ag	KB-V1 cytotox	D3 antag	PTHR1 ag	DRD3 agonist	GLP-1R agonist	aSyn rescue	TDP-43 yeast inh	GLP1R cytotox
CN(C)S(=O)(=O)c1ccc2c(c1)N(CC(=O)N1CCN(c3cccc(Cl)c3)CC1)CCS2	2%	?	/	-12%	-10	16%	5%	11%	2%
O=C(NCc1ccccc1)C(=O)Nc1nc(C23CC4CC(CC(C4)C2)C3)cs1	11%	7.3µM*	8	-26%	-3	-9%	0%	-1%	6%[1.53 µM]
CN(c1cccc(NC(=O)c2ccc(Cl)c(S(=O)(=O)N3CCOCC3)c2)c1)S(C)(=O)=O	8%	/	60	-65%[inhibitor]	13	-9%	-1%	19%	-2%
COc1cc(OC)cc(C(=O)N2CCN(C(=O)Cc3ccccc3)CC2)c1	5%	-23%	1	i	-7	0%	1%	17%[9.22 µM]	9%
O=C(NCc1ccc2c(c1)OCO2)c1cc(-c2ccccc2)on1	11%	-3%	-11	i	-22	2%	-12%	-12%	0%
O=c1[nH]c(SCc2n[nH]c(=S)n2-c2ccccc2)nc2ccccc12	20%	-8%	38	i	-6	-21%	1%	1%	22%
CN(C)CCN(C(=O)CCS(=O)(=O)c1ccccc1)c1nc2c(F)cccc2s1	4%	-17%	-22	i	-19	-3%	1%	-24%	10%
COc1ccccc1Oc1ccc2c(c1)C(=O)N(CC(=O)O)C2=O	1%	-13%	-24	i	-2	1%	0%	-12%	-7%
O=C(NCc1ccccc1)c1cc(C2COCCN2C(=O)c2ccc(Cl)cc2)on1 (stereo not given)	15%	-9%	3	-8%	4	1%	6%	-5%	-14%
Cc1ccc(-n2nc3c(N4CCC(C(=O)NC(C)C)CC4)nnc(C)c3c2C)cc1	-15%	?	/	-9%	-17	/	/	-10%	3%
CC(=O)c1ccc(OCCCC(=O)Nc2ccc(S(=O)(=O)N3CCOCC3)cc2)cc1	8%	-19%	-5	-38%[inhibitor]	3	6%	1%	7%	7%
CC1(C)CC(=O)C/C(=N/NC(=O)CCCOc2ccc(Cl)cc2Cl)C1	?	0%	?	-11%[57.5 µM]	-11	2%	18%	-29%	2%
Cc1c(C(=O)NCc2cccs2)sc(=O)n1Cc1ccc(S(=O)(=O)N(C)C)cc1	3%	?	49	i	-1	3%	1%	11%	-3%
CC(=O)Nc1cccc(C(=O)OC(C)C(=O)N2CCc3ccccc32)c1 (stereo not given)	7%	-16%	-17	-45%[inhibitor]	-5	9%	-2%	-3%	-1%
CC(C)(C)c1ccc(OCCCNCc2ccccc2)cc1	?	0%	?	-24%	-25	0%	-28%	-6%	?
COc1ccc([C@H]2CC(=O)C=C(c3ccc4ccn(C)c4c3)C2)cc1	?	?	-6	-21%	-34	10%	9%	-10%	7%
O=C(Nc1cccc(C(=O)O)c1)Nc1ccc2c(c1)OCO2	?	?	-16	-92%	-3	-5%	-10%	-20%	-8%
COc1ccc(CCNC(=O)CC(=O)NCCc2ccc(OC)cc2)cc1	-14%	5%	21	i	9	9%	7%	1%	-10%
COc1cc(OC)cc(C(=O)NNC(=O)CCNS(=O)(=O)c2ccc(Br)cc2)c1	-29%	8%	12	-21%	5	-7%	1%	19%	3%
CCOc1ccc(CCNC(=O)c2nnn(CC(=O)Nc3ccc(C)cc3)c2N)cc1OCC	1%	0%	33	i	4	2%	-4%	16%	0%
N#CC[C@H](Cc1ccccc1)N1CC[C@@H](NC(=O)OCc2ccccc2)CCC1=O	1%	?	5	-17%	1	0%	-1%	13%	-13%
C=CCc1ccc(OCCCCN2CC(C)CC(C)C2)c(OC)c1 (stereo not given)	?	-45%	-105*	?	-23	-1%	1%	/	-31%
O=S(=O)(Nc1ccc(-n2cnnn2)cc1)c1cccc(Cl)c1	15%	11%	5	-1%	4	5%	0%	-20%	-8%
Cc1nc(SCC(=O)NC(C)(C#N)C2CC2)c2c(-c3cccs3)csc2n1 (stereo not given)	6.3µM*	3%	7	-3%	5	3%	10%	0%	-19%
CC1(C(=O)N/N=C/c2c(F)c(F)c(F)c(F)c2F)CC1(Cl)Cl (stereo not given)	?	0%	?	-29%	-11	-8%	3%	16%	?

Exported with values under each structure: entries from further up
Values run as follows: GLP1R inv ag, KB-V1 cytotox, D3 antag, PTHR1 ag, DRD3 agonist, GLP-1R agonist, aSyn rescue, TDP-43 yeast inh, GLP1R cytotox
Cc1c(C(=O)NCc2cccs2)sc(=O)n1Cc1ccc(S(=O)(=O)N(C)C)cc1
→ 3%, ?, 49, i, -1, 3%, 1%, 11%, -3%
CC(=O)Nc1cccc(C(=O)OC(C)C(=O)N2CCc3ccccc32)c1 (stereo not given)
→ 7%, -16%, -17, -45%[inhibitor], -5, 9%, -2%, -3%, -1%
CC(C)(C)c1ccc(OCCCNCc2ccccc2)cc1
→ ?, 0%, ?, -24%, -25, 0%, -28%, -6%, ?
COc1ccc([C@H]2CC(=O)C=C(c3ccc4ccn(C)c4c3)C2)cc1
→ ?, ?, -6, -21%, -34, 10%, 9%, -10%, 7%
O=C(Nc1cccc(C(=O)O)c1)Nc1ccc2c(c1)OCO2
→ ?, ?, -16, -92%, -3, -5%, -10%, -20%, -8%
COc1ccc(CCNC(=O)CC(=O)NCCc2ccc(OC)cc2)cc1
→ -14%, 5%, 21, i, 9, 9%, 7%, 1%, -10%
COc1cc(OC)cc(C(=O)NNC(=O)CCNS(=O)(=O)c2ccc(Br)cc2)c1
→ -29%, 8%, 12, -21%, 5, -7%, 1%, 19%, 3%
CCOc1ccc(CCNC(=O)c2nnn(CC(=O)Nc3ccc(C)cc3)c2N)cc1OCC
→ 1%, 0%, 33, i, 4, 2%, -4%, 16%, 0%
N#CC[C@H](Cc1ccccc1)N1CC[C@@H](NC(=O)OCc2ccccc2)CCC1=O
→ 1%, ?, 5, -17%, 1, 0%, -1%, 13%, -13%
C=CCc1ccc(OCCCCN2CC(C)CC(C)C2)c(OC)c1 (stereo not given)
→ ?, -45%, -105*, ?, -23, -1%, 1%, /, -31%
O=S(=O)(Nc1ccc(-n2cnnn2)cc1)c1cccc(Cl)c1
→ 15%, 11%, 5, -1%, 4, 5%, 0%, -20%, -8%

The list continues.
SMILES	GLP1R inv ag	KB-V1 cytotox	D3 antag	PTHR1 ag	DRD3 agonist	GLP-1R agonist	aSyn rescue	TDP-43 yeast inh	GLP1R cytotox
O=C(NCCCl)NNC(=O)c1cc2ccccc2cc1O	5%	-40%	-20	-50%[inhibitor]	-13	16%	-1%	0%	64%[activator]
COc1cccc(CNC(=O)c2ccc(F)c(S(=O)(=O)N3CCCCC3)c2)c1	-23%	?	23	-13%	6	6%	0%	?	-12%
COc1cc(/C=C2\C(=O)N(c3ccc(NC(C)=O)cc3)N=C2c2ccccc2)ccc1O	20%	0%	-2	10%	-1	-3%	-45%[inhibitor]	20%	2%
CSc1ccccc1C(=O)NCc1ccc2c(c1)OCO2	2%	0%	10	-12%	-9	-7%	-5%	-12%	5%
CC(=O)N(Cc1cccnc1)c1nc2cc(C)cc(C)c2s1	2%	-8%	/	i	6	/	/	9%	-5%
Cc1ccc2oc(C(=O)Nc3nc(-c4ccc(F)cc4)ns3)c(C)c2c1	15%	/	/	i	3	/	/	-4%	-2%
COc1ccc(COCC(O)CN2CCN(S(=O)(=O)c3ccc(C(C)C)cc3)CC2)cc1 (stereo not given)	?	?	7	-27%	4	0%	10%	2%	-16%
CCOc1cc(Br)ccc1S(=O)(=O)N1CCC(C(N)=O)CC1	11%	5%	-13	i	2	2%	3%	13%	-7%
CCC(C(=O)NCc1ccccc1Cl)n1c(=O)c2cccn2c2ccccc21 (stereo not given)	?	/	/	-14%	4	/	/	4%	0%
O=C(CCl)NC(=O)NC12CC3CC(CC(C3)C1)C2	1%	-19%	-5	i	2	-3%	-8%	?	-18%
CCCC(=O)n1nc(-c2cccnc2)nc1NCc1cccs1	3%	4%	14	i	7	7%	0%	?	0%
c1ccc(CN2c3ccccc3-c3nc4ccccc4n3C2c2ccccn2)cc1 (stereo not given)	34%[activator]	3%	-1	i	4	-7%	/	-7%	3%
N[C@@]12CCc3nonc3[C@]1(O)CC(c1ccccc1)=[N+]2[O-]	1%	-8%	1	-19%	-3	-11%	3%	0%	5%
COc1ccccc1C(=O)NNC(=O)C(=O)NC1CCCCC1	-22%	?	4	-8%	-6	-1%	1%	-3%	-23%
O=C(NCC(c1cccnc1)N1CCc2ccccc21)c1ccc(Cl)cc1 (stereo not given)	?	?	/	-33%[inhibitor]	-4	/	/	0%	15%
O=C(c1ccco1)n1nc(-c2cccnc2)nc1NCc1ccco1	0%	6%	10	i	3	4%	6%	8%	-5%

Record cards (already shown):
Shown for `O=C(c1ccco1)n1nc(-c2cccnc2)nc1NCc1ccco1` : GLP1R inv ag: 0%; KB-V1 cytotox: 6%; D3 antag: 10; PTHR1 ag: i; DRD3 agonist: 3; GLP-1R agonist: 4%; aSyn rescue: 6%; TDP-43 yeast inh: 8%; GLP1R cytotox: -5%
Shown for `COc1ccc(COCC(O)CN2CCN(S(=O)(=O)c3ccc(C(C)C)cc3)CC2)cc1` (stereo not given) : GLP1R inv ag: ?; KB-V1 cytotox: ?; D3 antag: 7; PTHR1 ag: -27%; DRD3 agonist: 4; GLP-1R agonist: 0%; aSyn rescue: 10%; TDP-43 yeast inh: 2%; GLP1R cytotox: -16%
